Screens: PubChem, National Center for Advancing Translational Sciences (NCATS)
Giardia FBPA inh: qHTS Assay for Inhibitors of Fructose-1,6-bisphosphate Aldolase from Giardia Lamblia; A8B2U2; purified Giardia FBPA; Potency, µM (series often up to 59.6 µM), for inactives: at the top dose activity, negative = inhibition, most hits filed as inhibitors; actives 0.71% (n = 290,000); AID 2451, 2010; note: potency is the fitted concentration of half-maximal effect; % is set by controls: 0 for no effect and ±100 for the full control effect; nearly all actives have a fitted effect of over 55% in size
Target sequence (A8B2U2 whole entry, looked up): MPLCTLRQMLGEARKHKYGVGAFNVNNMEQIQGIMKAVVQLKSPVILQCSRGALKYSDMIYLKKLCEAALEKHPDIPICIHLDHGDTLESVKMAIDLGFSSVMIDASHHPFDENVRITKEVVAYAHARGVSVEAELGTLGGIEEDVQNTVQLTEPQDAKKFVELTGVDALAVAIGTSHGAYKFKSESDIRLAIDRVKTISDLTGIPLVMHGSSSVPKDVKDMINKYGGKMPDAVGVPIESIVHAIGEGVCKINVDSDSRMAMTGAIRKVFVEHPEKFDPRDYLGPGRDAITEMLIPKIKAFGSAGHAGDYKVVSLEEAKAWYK
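40 nM FBPA preincubated 10 min at RT with compound (up to 57.5 uM final), then substrate plus GAPDH/TPI/NAD/arsenate coupling and diaphorase/resazurin added. Fluorescence read after 20 min at RT, 525/598 nm.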
AmpC detergent: qHTS Inhibitors of AmpC Beta-Lactamase (assay with detergent); Potency, µM (titrated, usually from 114 µM), for the others: top-dose activity change, negative = inhibition, most hits filed as inhibitors; P00811; AmpC hydrolysis of nitrocefin, absorbance 480 nm, 0.01% Triton; AID 485294, 2010; actives 0.041% (n = 370,000);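 note: potency is the fitted concentration of half-maximal effect; 0% = no-compound wells and -100% = no-enzyme wells; nearly all actives have a fitted effect of over 25% in size; some results filed as inactive show a strong effect at the top dose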
Target sequence (P00811 whole entry, looked up): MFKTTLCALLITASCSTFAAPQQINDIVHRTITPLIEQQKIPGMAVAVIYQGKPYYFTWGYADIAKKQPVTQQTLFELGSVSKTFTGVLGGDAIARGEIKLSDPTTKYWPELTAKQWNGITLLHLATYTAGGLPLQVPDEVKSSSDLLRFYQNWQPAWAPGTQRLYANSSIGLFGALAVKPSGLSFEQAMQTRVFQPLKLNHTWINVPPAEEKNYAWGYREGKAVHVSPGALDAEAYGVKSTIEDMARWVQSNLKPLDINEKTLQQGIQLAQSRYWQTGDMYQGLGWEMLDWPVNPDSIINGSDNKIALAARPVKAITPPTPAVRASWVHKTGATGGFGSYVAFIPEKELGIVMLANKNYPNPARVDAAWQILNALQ
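AmpC (5.3 nM in the dispensed reagent) in 20 mM phosphate pH 7.0 with 0.01% (detergent screen) or 0.0001% Triton X-100 was preincubated with compounds for 15 min at room temperature. Nitrocefin was then added from an 800 uM solution, and hydrolysis was followed at 480 nm.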
AMA1 RON2 block: qHTS for Inhibitors of AMA1-RON; Towards Development of Antimalarial Drug Lead: Primary Screen; Plasmodium falciparum AMA1 (3D7) - RON2 peptide interaction; AlphaScreen AMA1-biotinylated RON2 peptide binding; Potency, µM (top dose mostly 58.2 µM), for inactives: at the top dose activity change, negative = inhibition, actives largely listed as inhibitors; actives 0.2% (n = 360,000);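 note: potency is the fitted concentration of half-maximal effect; 0% = vehicle wells and -100% = peptide control; nearly all actives have a fitted effect of over 45% in size; some results filed as inactive show a strong effect at the top dose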
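AMA1 (3D7) with his tag at 25 nM final met compounds first, then biotinylated RON2 peptide at 25 nM; detection used donor plus acceptor beads, 10 µg/mL apiece, read by AlphaScreen after 30 min at room temperature.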
CHX counter: Cycloheximide Counterscreen for Small Molecule Inhibitors of Shiga Toxin; cell reporter, cycloheximide protein synthesis inhibition counterscreen; max response, %; actives 12% (n = 300,000); in the data active = max response mostly above about 13%, no sharp cut-off; inactive = mostly below about 14%; note: read at 38.3 µM for the half of the compounds with a filed dose; 0% is about no effect
HCMV antiviral: qHTS Assay for inhibitors of the human cytomegalovirus (HCMV) | activity change, negative = inhibition, % at 57.5 µM | AID 1259415, 2018 | actives 4.5% (n = 410,000) | HFF cells, HCMV-luciferase reporter, 72 h; hits give low values; in the data active = activity change below about -60%; inconclusive = no clear call, values can overlap the other calls; inactive = above about -39%; note: % is set by controls: 0 for no effect and ±100 for the full control effect
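Two-dose cell screen: HFF monolayers treated with compounds and infected with luciferase-expressing HCMV at 1 PFU/cell, 72 h at 37C, then lysed for luciferase measurement.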
AmpC inh no detg: qHTS Inhibitors of AmpC Beta-Lactamase (assay without detergent). P00811. AmpC nitrocefin hydrolysis, absorbance 480 nm, 0.0001% Triton. AID 485341, 2010. actives 0.52% (n = 330,000). Potency, µM (top dose mostly 57.1 µM), inactives show at the top dose activity change, negative = inhibition, usual class: inhibitors;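 note: potency is the fitted concentration of half-maximal effect; plate controls were no compound for no effect and no enzyme for full effect; nearly all actives have a fitted effect of over 20% in size; some results filed as inactive show a strong effect at the top dose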
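20 mM phosphate pH 7.0 + 0.01% (detergent screen) or 0.0001% Triton X-100; 5.3 nM AmpC reagent; cpd preinc 15 min RT; nitrocefin (800 uM stock) to start; A480 q20 s × 4 min; Activity was normalised to no-enzyme and no-compound control wells.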
Shiga toxin inh: A qHTS for Small Molecule Inhibitors of Shiga Toxin | Vero cells, Shiga toxin protein synthesis inhibition reporter | inhibition, % at 38.7 µM | actives 9.2% (n = 290,000); in the data active = inhibition mostly above about 28%, no sharp cut-off; inactive = mostly below about 43%; note: 0% is about no effect
An asterisk follows results filed as active; ? = inconclusive; nt = not tested or not shown; [ ] = another dose, or the depositor's remark. Unless noted, calls come from the whole dose curve; as a rule, active = well fitted curve in the direction sought with a large enough effect; inconclusive = small, poorly fitted or top-dose-only effect, or another doubt; inactive = no such curve, though single readings can be large; an effect the other way counts as inactive or inconclusive.

Each structure is followed by: Giardia FBPA inh, AmpC detergent, AMA1 RON2 block, CHX counter, HCMV antiviral, AmpC inh no detg, Shiga toxin inh
1. CCc1ccc(-n2c(C)cc(/C=N/NC(=O)OC)c2C)cc1
    -9%, -11%, 1%, 8, -84*, -3%, 26
2. CCOc1ccc(C(=O)CCC(=O)Nc2ccc(C)cn2)cc1
    nt, ?, 2%, nt, -19, -39%, nt
3. O=C(CCN1C(=O)/C(=C/c2ccccc2Cl)SC1=S)NC1C=CS(=O)(=O)C1 (stereo not given)
    9%, -4%, 3%, 8, 0, 28µM*, -9
4. Cc1cccc(NC(=O)C(C)Sc2nc3ccccc3c(=O)n2CCCN2CCOCC2)c1 (stereo not given)
    nt, -21%, 0%, nt, ?, 189%[activator], nt
5. Cc1noc2ncnc(Sc3ccc(Cl)cc3)c12
    -12%, -4%, 3%, 11, -79*, nt, -14
6. CCCCCCCn1c(=O)c(C(=O)OC)c(N)c2ccccc21
    0%, 1%, 1%, 0, -89*, 92%[activator], 21
7. O=C(CSc1ncccn1)NN=C1CCCCCCC1
    4%, -4%, 17%, -2, -17, -1%, -13
8. COc1cccc(-c2noc(-c3ccc4c(c3)OCO4)n2)c1
    2%, 2%, 12%, 3, 26, -18%, 17
9. COC(=O)C1=C(C)N(Cc2ccco2)C(=O)C1
    -26%, -1%, ?, -2, 18, 12%, -5
10. S=C(NCc1ccco1)N1CCN(c2nc(-c3ccc(Cl)cc3)cs2)CC1
    -14%, 1%, -18%, 38, -74*, -43%, 68
11. CCSC1=C(C#N)C(c2ccc(C)s2)CC(=O)N1 (stereo not given)
    -1%, ?, 0%, 1, -34, -12%, -4
12. Cn1cccc1CC(=O)NNC(=S)Nc1ccc(Cl)cc1
    7%, -7%, 92%[activator], 15, 86, -39%, 28
13. COc1ccc(N(Cc2cc3cc(C)ccc3[nH]c2=O)C(C)=O)cc1
    12%, -6%, -4%, -2, -30, -23%, -6
14. Cc1ccc(C(C(=O)NC2CCCC2)N(Cc2ccc(F)cc2)C(=O)c2csnn2)o1 (stereo not given)
    -17%, ?, -6%, 1, -37, 9%, 41
15. O=C(Cc1ccccc1Cl)N1CCN(c2ccccn2)CC1
    7%, ?, 5%, -3, ?, -2%, 8
16. CN(C)/C=C(\c1cnc(Cl)s1)S(=O)(=O)c1ccccc1
    22%, -1%, 2%, -4, ?, -14%, -14
17. CC(C)C(C(=O)NC1CCCC1)N(CC1CCCO1)C(=O)CNS(=O)(=O)c1ccccc1 (stereo not given)
    2%, -4%, 18%, -6, 36, -4%, -5
18. O=C(Nc1ncc(Cc2cccc(Cl)c2Cl)s1)c1ccc([N+](=O)[O-])cc1
    8%, 2%, 52%[activator], 1, -20, -16%, -14
19. O=C(c1ccc(Cl)cc1)N1N=CCC1(O)c1ccc(Cl)cc1 (stereo not given)
    9%, 1%, 101%[activator], 22*, 70, -59%, 38
20. CCSc1nnc2nc3[nH]c4c(C)cccc4c3nn12
    3%, -6%, -4%, 40*, 36, -20%, 62*

Of the compounds above, these contain four or more nitrogen atoms:
Each structure is followed by: Giardia FBPA inh, AmpC detergent, AMA1 RON2 block, CHX counter, HCMV antiviral, AmpC inh no detg, Shiga toxin inh
4. Cc1cccc(NC(=O)C(C)Sc2nc3ccccc3c(=O)n2CCCN2CCOCC2)c1 (stereo not given)
    nt, -21%, 0%, nt, ?, 189%[activator], nt
7. O=C(CSc1ncccn1)NN=C1CCCCCCC1
    4%, -4%, 17%, -2, -17, -1%, -13
10. S=C(NCc1ccco1)N1CCN(c2nc(-c3ccc(Cl)cc3)cs2)CC1
    -14%, 1%, -18%, 38, -74*, -43%, 68
12. Cn1cccc1CC(=O)NNC(=S)Nc1ccc(Cl)cc1
    7%, -7%, 92%[activator], 15, 86, -39%, 28
14. Cc1ccc(C(C(=O)NC2CCCC2)N(Cc2ccc(F)cc2)C(=O)c2csnn2)o1 (stereo not given)
    -17%, ?, -6%, 1, -37, 9%, 41
20. CCSc1nnc2nc3[nH]c4c(C)cccc4c3nn12
    3%, -6%, -4%, 40*, 36, -20%, 62*

Following part
cpd	Molecule	Giardia FBPA inh	AmpC detergent	AMA1 RON2 block	CHX counter	HCMV antiviral	AmpC inh no detg	Shiga toxin inh
21	CN(C(=O)CSc1nc2scc(-c3ccccc3)c2c(=O)[nH]1)c1ccccc1	nt	nt	7%	nt	-5	-21%	nt
22	COc1ccc(C(=O)Nc2cccnc2Sc2ccc(Cl)cc2)cc1	-4%	-7%	5%	27*	-19	-10%	47*
23	Cc1ccccc1C(=O)Nc1nnc(CC(=O)N/N=C/c2ccco2)s1	-2%	3%	17%	4	68	-38%	-5
24	CCCCOc1ccc(-c2c(C#N)c(N)nc(SCC(N)=O)c2C#N)cc1	-3%	1%	-3%	-1	33	3%	-4
25	O=C(/C(=C/O)N=Nc1ccccc1Cl)c1ccccc1	1%	-14%	?	31*	-31	-32%	98
26	CCCc1cc(=O)n2[nH]c(NCc3ccc(OC)cc3)nc2n1	4%	-2%	11%	11	-31	-15%	-5
27	COc1ccc(C(=O)NC2CC(C)(C)Cc3c2cnn3-c2ccccc2C)o1 (stereo not given)	nt	4%	-11%	-1	-20	69%[activator]	-11
28	Cn1c(N)c(C(=O)COC(=O)C2(c3ccccc3F)CCCC2)c(=O)n(C)c1=O	?	?	-3%	0	-7	90%[activator]	18
29	N#Cc1cc2c(=O)n3ccccc3nc2n(-c2ccccc2Cl)c1=O	3%	-7%	8%	15	15	-18%	-23

An unsorted share of the library; any-hit rate near 16%.
